High-throughput results as filed in PubChem BioAssay.
inhibitors of VEEV: inhibitors of VEEV TC-83 cytopathic effect, confirmation, Vero cells (AID 588727). Vero cells, VEEV TC-83 cytopathic effect inhibition; higher % means a stronger effect. one-dose inhibition, % at 20 µM; IC50 in µM for titrated hits. 0.13% of 350,000 active; in the data active means a potency from the dose series; inconclusive means inhibition mostly from about 14% at the one dose, without a potency; inactive means the rest, 99 in 100 with inhibition below about 12%; further: strong numbers were not always called active
H37Rv inhibition: M. tuberculosis growth inhibition, HTS (AID 449762). 0.59% of 330,000 active. M. tuberculosis H37Rv growth inhibition, 7H9 media; higher % means a stronger effect. inhibition, % at 25 µM, or IC50 in µM where a hit was titrated; in the data active means a potency from the dose series; inconclusive means inhibition above about 70% without an active follow-up result;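 further: bacterial growth assessed after seven days of incubation; strong numbers were not always called active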
H1N1 NS1A inhibition: H1N1 influenza NS1A inhibitors, functional cell based assay (AID 504329); NS1A functional cell-based assay, percent inhibition; higher % means a stronger effect; inhibition, % at 12.5 µM; hits with a dose series show IC50 in µM; 0.3% of 340,000 active; in the data active means a potency from the dose series; inconclusive means inhibition above about 27% without an active follow-up result; further: strong numbers were not always called active
Salmonella PhoP GFP: PhoP regulon inhibitors, Salmonella typhi PhoP promoter GFP reporter, confirmatory (AID 1850). Salmonella Typhi PhoP-promoter GFP reporter, fluorescence, 4 h; higher % means a stronger effect. 0.33% of 310,000 active. one-dose inhibition, % at 50 µM; IC50 in µM for titrated hits; in the data active means a potency from the dose series; inconclusive means inhibition mostly from about 25% at the one dose, without a potency; inactive means the rest, 99 in 100 with inhibition below about 19%;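 further: 0% = induced wells with vehicle and 100% = uninduced wells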
tuberculosis growth: growth inhibition of non-replicating M. tuberculosis (AID 488890); 0.39% of 320,000 active; Mycobacterium tuberculosis non-replicating, growth inhibition; higher % means a stronger effect; inhibition, % at 25 µM; hits with a dose series show IC50 in µM; in the data active means a potency from the dose series; inconclusive means inhibition mostly from about 82% at the one dose, without a potency; inactive means the rest, 99 in 100 with inhibition below about 76%;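 further: plate controls were DMSO cells for no effect and high antibiotic wells for full effect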
inhibitors of VEEV 10K pilot screen: second read-out of inhibitors of VEEV, no call of its own (marks repeat the call); inhibition, %; measured here: 10K pilot screen inhibition
Numbers without * were called inactive; i = inactive; u = inconclusive; x = no result given. The order is random. About 1.5% of those tested had a hit in this group.

SMILES	inhibitors of VEEV	H37Rv inhibition	H1N1 NS1A inhibition	Salmonella PhoP GFP	tuberculosis growth	others
COc1ccc(C(C(=O)NC2CCCCC2)N(C(=O)c2sc(C)nc2C)c2ccc(OC)cc2)cc1 (stereo unspecified)	0.3%	-22%	-3%	-16%	3%
COc1ccc(OC)c(C(c2nnnn2CCC(C)C)N2CCN(C(=O)c3ccco3)CC2)c1 (stereo unspecified)	i	-8%	15%	-10%	25%	inhibitors of VEEV 10K pilot screen=0.0
Cc1cccc(NC(=S)NC(=O)C2CC2)c1	2.8%	11%	-5%	12%	u
CCS(=O)(=O)N1CCC(NC(C)=O)(c2ccccc2)CC1	i	-4%	5%	4%	-10%
CC12CCC(C(=O)N(CCCCN3CCN(Cc4ccccc4)CC3)C1=O)C2(C)C (stereo unspecified)	i	1%	x	10%	15%
COc1ccc(Cl)cc1NC(=O)CN(C)C1CCS(=O)(=O)C1 (stereo unspecified)	i	-11%	-2%	x	6%
O=C1C2C3c4ccccc4C(c4ccccc43)C2C(=O)N1c1ccncc1 (stereo unspecified)	0.8%	x	-3%	x	x
CC(=O)Nc1ccc(S(=O)(=O)NCc2cccnc2)cc1	1.8%	2%	-10%	1%	-10%
O=C(CSc1nc2ccccc2s1)N/N=C/c1ccccc1C(=O)O	0.9%	0%	-6%	11%	21%
CCCCCCCOC1(c2ccccc2)OC(=O)c2ccccc21 (stereo unspecified)	i	2%	19%	3%	2%	inhibitors of VEEV 10K pilot screen=0.0
COc1ccc(-c2cc(C(=O)N3CCN(C(c4ccccc4)c4ccccc4)CC3)no2)cc1OC	0.1%	7%	7%	9%	2%
O=C(O)CC(c1cccc2ccccc12)N1Cc2ccccc2C1=O (stereo unspecified)	0.1%	0%	-2%	-2%	-1%
CC(=O)c1ccc(OC(C)C)c(CN2CCCCC2)c1	0.4%	4%	-12%	-1%	4%
COc1ccc(NC(=O)c2ccc3c(c2)NC(=O)CO3)cc1OC	1.2%	-3%	-4%	3%	6%
Cc1cc(C(=O)CSc2nc(N)cc(=O)[nH]2)c(C)n1CCc1ccc(Cl)cc1	i	4%	-18%	-3%	13%
Cc1ccc(CNC(=O)CSc2nnnn2C)cc1	i	3%	5%	9%	6%
CN(C)c1ccc(C(=O)OCC(=O)Nc2ccc(S(N)(=O)=O)cc2)cc1	i	1%	-7%	11%	1%
COc1cc(C)nc(N2CCC(C(N)=O)CC2)n1	0.1%	-2%	-2%	-8%	-12%
CC(=O)c1cccc(NC(=S)N2CCN(S(C)(=O)=O)CC2)c1	6.0%	-27%	0%	2%	13%
Cc1ccc(CNC(=O)c2ccc(C#CC(C)(C)O)s2)cc1	i	5%	5%	-1%	66%
Cc1cc(C(=O)OCC(=O)NC(=O)c2cccn2C)c2ccccc2n1	1.4%	1%	-11%	0%	8%
CC[C@]12c3[nH]c4cc(CCC(=O)N(C)C)ccc4c3CCN1C(=O)[C@@H](CC(=O)NCCCN(C)C)C[C@@H]2C(=O)N1CCN(C(=O)c2ccco2)CC1	0.7%	x	10%	x	x
COc1ccc(N2CCN(C(c3nnnn3CCc3ccccc3)C(C)C)CC2)cc1 (stereo unspecified)	0.5%	3%	10%	-1%	2%
O=C(Cn1cc2c(n1)CCCCC2)NC1CCCCCC1	0.2%	-12%	6%	13%	11%
NC(=O)C1(Nc2ccc(Br)cc2)CCCC1	2.2%	x	0%	x	x
(list continues)
SMILES	inhibitors of VEEV	H37Rv inhibition	H1N1 NS1A inhibition	Salmonella PhoP GFP	tuberculosis growth	others
Cc1ccc(OCC(=O)Nc2cccc3ccccc23)c([N+](=O)[O-])n1	1.8%	0%	6%	x	9%
O=C(C1CCCN(Cc2ccccc2F)C1)N1CCc2ccccc2C1 (stereo unspecified)	i	-3%	x	0%	-8%
Cc1cc(-c2nnc(SCC(=O)Nc3cccc(Cl)c3)n2N)n[nH]1	0.3%	4%	7%	5%	28%
C=C1CCc2c([nH]c3ccc(OCC(C)C)cc23)C1=O	u	70%	-5%	9%	69%
C=CCOC(=O)C1=C[C@@H](c2ccc(C(F)(F)F)cc2)[C@H](CCCO)[C@@H](OCC)O1	i	13%	8%	-2%	10%
O=C(COc1ccc(S(=O)(=O)N2CCOCC2)cc1)NCc1ccccn1	0.8%	-3%	20%	-5%	-10%
Cc1nc(CSc2n[nH]c(=O)n2-c2cccc(F)c2)cs1	0.3%	0%	-20%	3%	7%
CCOC(=O)C(O)(c1cn(C)c2ccccc12)C(F)(F)F (stereo unspecified)	0.3%	-4%	9%	0%	-2%
COc1ccc(C(=O)N2CCN(c3ccc(N4CCOCC4)nn3)CC2)cc1OC	1.3%	-7%	-5%	-5%	-7%
O=C(COC(=O)CCC1CCCC1)Nc1ccc(Cl)cn1	i	-2%	-5%	-1%	19%
COc1ccc(CCNC(=O)C2CC3Cn4c(nc5ccccc54)C3N2Cc2ccccc2)cc1 (stereo unspecified)	0.1%	-2%	-3%	-2%	27%
O=C1OCC2=C1C(c1ccc(F)cc1)CC(=O)N2c1ccccc1 (stereo unspecified)	i	5%	0%	5%	2%
Cc1cc(S(=O)(=O)NCC2CC2)c(Cl)cc1Cl	0.2%	6%	8%	-12%	13%
C/C=C(\C)CN1CCN(c2ccccc2)CC1	1.2%	-2%	-6%	8%	2%
COc1ccc(OCCCC(=O)OC(C)C(=O)Nc2ccc(S(N)(=O)=O)cc2)cc1 (stereo unspecified)	1.5%	-2%	-10%	-5%	-3%
CCc1c(C)nc2ncnn2c1NCCc1ccc(OC)c(OC)c1	i	-3%	2%	-5%	13%
O=C(CN1C(=O)NC2(CCCC2)C1=O)NCC1CCCO1 (stereo unspecified)	0.4%	-7%	13%	7%	0%
CN1CCC(CNC(=O)Nc2csc3ccccc23)CC1	0.2%	-4%	x	11%	-9%
O=C1CS/C(=N/N=C/c2ccccc2OS(=O)(=O)c2ccccc2)N1	0.8%	3%	2%	0%	12%
CC[C@@]1(C(=O)OC)N[C@H](CN(C)C(=O)Nc2ccc(C(F)(F)F)cc2)[C@@H]2C(=O)N(Cc3ccccc3)C(=O)[C@@H]21	0.3%	0%	21%	x	-5%
COc1cc(C2N(c3ccc(F)cc3)C(=O)C3CCCN32)cc(OC)c1OC (stereo unspecified)	1.8%	1%	3%	-9%	13%
CC(C)CC(=O)Nc1sc2c(c1C#N)CC(C)(C)NC2(C)C	0.3%	0%	4%	-6%	12%
CC/C(=N\N=C(/CC)c1ccccc1N)c1ccccc1N	1.7%	-2%	7%	7%	-10%
COC(=O)c1ccc(CSC2=NC[C@@H]3[C@@H]4C(=O)N(Cc5ccccc5)C(=O)[C@@H]4[C@](C)(C(=O)OC)N23)cc1	0.9%	x	-5%	x	x
O=C(CN1C(=O)C2CC=CCC2C1=O)Nc1nnc(SCc2ccc(Cl)cc2)s1 (stereo unspecified)	0.5%	0%	3%	13%	12%
The list goes on.
SMILES	inhibitors of VEEV	H37Rv inhibition	H1N1 NS1A inhibition	Salmonella PhoP GFP	tuberculosis growth	others
C=CCn1sc(N)c(C(=O)OCC)c1=S	6.2%	4%	-16%	9%	1%
COCC(=O)Nc1ccc(Br)cc1C	1.8%	-2%	3%	4%	7%
CC1CC(=O)C(C(C2=C(O)CC(C)CC2=O)c2ccccc2)=C(O)C1 (stereo unspecified)	i	x	-13%	x	x
Cc1ccc(S(=O)(=O)CCC(=O)NNC(=O)CN(C)S(=O)(=O)c2ccc(C)cc2)cc1	0.2%	4%	-3%	x	6%
Cc1cc(C)cc(C(=O)Nc2nnc(SCC(=O)NCC3CCCO3)s2)c1 (stereo unspecified)	7.5%	-7%	-6%	-6%	36%
Cc1ccc(Nc2nnc(SCC(=O)Nc3cccc(S(=O)(=O)NC4=NCCCCC4)c3)s2)c(C)c1	8.6%	-3%	3%	-4%	-10%
CCOC(=O)c1ccc(Oc2nc(N(C)C)nc(N(C)C)n2)cc1	0.4%	17%	1%	2%	26%
CCCC(=O)Nc1ccc2c(c1)nc(CN1CCN(C(=O)OCC)CC1)n2CC	i	2%	-12%	7%	11%
CC1(C)CC(=O)c2c(O)cc(OCC(=O)N3CCN(c4ccc(F)cc4)CC3)cc2O1	1.4%	9%	6%	-3%	36%
CCN(CC)c1ccc(C2CC(=O)Nc3cc(OC)c(OC)cc32)cc1 (stereo unspecified)	1.6%	-2%	9%	16%	13%
CC1(C)CC(=O)C/C(=N/NC(=O)COc2ccc3ccccc3c2Br)C1	3.3%	-2%	-2%	-5%	-3%
CCOC(=O)C1CCN(C(=O)COC(=O)CSc2ccc([N+](=O)[O-])cc2)CC1	1.5%	u	1%	3%	62%
Cc1ccc(S(=O)(=O)CCC(=O)OC2CC(C)OC2=O)cc1 (stereo unspecified)	5.3%	5%	-7%	x	-3%
CC(=O)c1c(C)[nH]c(C(=O)OCC(=O)NCc2ccc3c(c2)OCO3)c1C	1.2%	-7%	0%	x	-12%
COc1ccccc1C(=O)Nc1ccnn1C1CCN(C(=O)c2cnsn2)CC1	6.4%	-1%	-9%	-5%	-7%
COc1ccccc1-c1oc2ccccc2c1C#CC(C)(C)O	8.2%	u	11%	x	61%
O=C(NN1C(=O)NC2(CCCCC2)C1=O)c1cc2ccccc2o1	0.9%	2%	-5%	x	-19%
CN(C)c1ccc(C=NNc2ccccn2)c(Cl)c1	2.0%	x	6%	x	x
COC(=O)Cn1c(N2CCCC2)nc2c1c(=O)n(C)c(=O)n2C	0.6%	-9%	-5%	-5%	3%
CCc1ccccc1NC(=O)c1cccs1	2.4%	-1%	1%	-13%	-2%
CC(NC(=O)Cc1ccccc1)C(c1ccccc1)N1CCOCC1 (stereo unspecified)	i	4%	-1%	-11%	6%
Cc1cc(/C=C2\C(=N)N3N=C(CC(=O)N4CCOCC4)SC3=NC2=O)c(C)n1Cc1ccccc1	0.2%	3%	x	-5%	-2%
O=C(NCc1ccc(F)cc1)C(C(=O)NCc1ccc(F)cc1)c1ncc(C(F)(F)F)cc1Cl	0.4%	0%	-2%	9%	4%
O=C(Cn1c(=O)oc2ccccc21)Nc1nc(-c2ccccc2)cs1	0.2%	-8%	5%	3%	-2%
COc1ccc(Br)cc1/C=N/N1CCN(Cc2ccccc2)CC1	1.6%	6%	-6%	-12%	43%
Other records:
SMILES	inhibitors of VEEV	H37Rv inhibition	H1N1 NS1A inhibition	Salmonella PhoP GFP	tuberculosis growth	others
COc1ccc(-n2cc(-c3ccc(OC)c(OC)c3)[nH]c2=S)cc1	u	-4%	-2%	3%	5%
CCOC(=O)c1nn(-c2ccc(Cl)cc2C)ccc1=O	i	-1%	-4%	-2%	x
CCCc1cc(C(=O)OC)c(NC(=O)c2cc(C)on2)s1	i	12%	-10%	-10%	26%
COCCNC(=O)C(c1ccc(C)o1)N(C(=O)c1snc(C(N)=O)c1N)c1cc(C)cc(C)c1 (stereo unspecified)	11%	-13%	-4%	-6%	19%
CCOC(=O)CC(=O)CSc1nc2ccccc2c(=O)n1-c1ccc(C(=O)N2CCOCC2)cc1	3.8%	-8%	-1%	5%	-4%
CC1=C(OC(=O)c2ccc(Br)cc2)C(C)(C)C(c2ccccc2)OC1=O (stereo unspecified)	7.6%	-2%	4%	1%	45%
COc1ccc(CNC(=O)C2CCN(c3nn4c(=O)cc(C)nc4s3)CC2)cc1	1.3%	1%	-4%	0%	13%
c1ccc(C2=Nn3c(nnc3-c3ccccn3)SC2)cc1	6.7%	-9%	13%	-5%	37%
OC(c1ccccc1)(c1ccc(F)cc1)C(c1ccccc1)N1CCOCC1 (stereo unspecified)	9.0%	4%	-18%	3%	17%
O=C1N(Cc2ccc(F)cc2Cl)c2ccccc2C12OCCCO2	i	-2%	-3%	-3%	10%
